MsrA act: bovine MsrA enzyme activators, primary screen, biochemical, absorbance, HTS. purified bovine MsrA, absorbance read-out. activation, % at 10.6 µM. hit rate 0.3% among 360,000; in the data active means activation above about 7.5%;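 further: 0% = vehicle and 100% = reference activator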
DNMT1 inh: human DNMT1 methyltransferase inhibitors, primary screen, biochemical, molecular beacon, fluorescence, HinP1I cleavage, uHTS | inhibition (reported as % activation of signal), % at 10 µM | hit rate 0.83% among 360,000; in the data active means inhibition above about 50%
Scp-1 inhibitor: Scp-1 phosphatase inhibitors, primary screen, biochemical, colorimetric, uHTS. Carboxy-terminal domain RNA polymerase II polypeptide A small phosphatase 1 (Homo …. Recombinant Scp1, phosphopeptide, malachite green phosphate absorbance. inhibition, % at 20 µM. hit rate 0.88% among 340,000. AID 493091, 2011;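 active means inhibition above about 50% at 20 µM, limit read from the data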;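 further: plate controls were DMSO wells with enzyme for no effect and wells lacking enzyme for full effect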
Target sequence (Q9GZU7 76-261 limits assumed): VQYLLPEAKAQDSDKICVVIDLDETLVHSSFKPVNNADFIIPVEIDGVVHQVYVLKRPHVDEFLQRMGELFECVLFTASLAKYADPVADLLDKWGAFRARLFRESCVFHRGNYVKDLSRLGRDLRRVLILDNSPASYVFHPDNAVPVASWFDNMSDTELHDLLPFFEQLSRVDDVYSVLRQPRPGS
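Material – SCP-1 phosphatase catalytic domain, residues 76-261 · Buffer or medium – Acidic Tris acetate buffer with magnesium and detergent · Also added – Phospho 17-mer peptide substrate · Compound – single 20 µM dose, 1% DMSO · Times – 45 min room-temperature reaction, 5 min colour, 30 min stabiliser · Technique – Phosphate-binding colour reagent, absorbance read at 630 nm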
LMPTP block: LMPTP phosphatase inhibitors, primary screen, biochemical, fluorescence intensity, uHTS | recombinant LMPTP-A, OMFP fluorogenic substrate | Low molecular weight phosphotyrosine protein phosphatase (Homo sapiens), P24666 | hit rate 0.22% among 360,000 | inhibition, % at 20 µM | AID 651560, 2012;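 active means compounds that cut the enzyme signal by at least half of the control window in the single-dose screen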;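 further: plate controls were DMSO wells with enzyme plus substrate for no effect and substrate without enzyme for full effect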
Target sequence (P24666 whole entry, looked up): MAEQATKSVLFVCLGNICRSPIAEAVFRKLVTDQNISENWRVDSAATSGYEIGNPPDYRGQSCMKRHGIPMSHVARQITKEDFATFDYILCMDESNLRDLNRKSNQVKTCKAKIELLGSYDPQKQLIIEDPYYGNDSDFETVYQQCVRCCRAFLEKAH
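Assay system: LMPTP-A enzyme. Input: 0.625 nM LMPTP-A final. Probe or stimulus: 400 µM OMFP. Compound dosing: single 20 µM dose. Schedule: 50 min dark incubation at room temperature. Detection: fluorescence intensity of OMFP turnover product. Read-out: percent inhibition versus substrate-only and uninhibited controls. Benchmarks: no-enzyme low control, uninhibited high control.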
MsrA inh: bovine MsrA enzyme inhibitors, primary screen, biochemical, absorbance, HTS; purified bovine MsrA, absorbance read-out; inhibition, % at 15.5 µM; hit rate 0.75% among 360,000; in the data active means inhibition above about 4.5%;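 further: 0% = vehicle wells with enzyme and 100% = reference inhibitor wells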
STEP block: STEP phosphatase inhibitors, primary screen, biochemical, fluorescence intensity, uHTS; recombinant STEP, OMFP fluorogenic substrate; hit rate 0.25% among 360,000; Tyrosine-protein phosphatase non-receptor type 5 (Homo sapiens), P54829; inhibition, % at 20 µM;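 active means inhibition at 20 µM, scaled per plate between control wells, above about 37%, limit read from the data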;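 further: 0% = DMSO with enzyme and substrate and 100% = substrate only without enzyme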
Target sequence (P54829 whole entry, looked up): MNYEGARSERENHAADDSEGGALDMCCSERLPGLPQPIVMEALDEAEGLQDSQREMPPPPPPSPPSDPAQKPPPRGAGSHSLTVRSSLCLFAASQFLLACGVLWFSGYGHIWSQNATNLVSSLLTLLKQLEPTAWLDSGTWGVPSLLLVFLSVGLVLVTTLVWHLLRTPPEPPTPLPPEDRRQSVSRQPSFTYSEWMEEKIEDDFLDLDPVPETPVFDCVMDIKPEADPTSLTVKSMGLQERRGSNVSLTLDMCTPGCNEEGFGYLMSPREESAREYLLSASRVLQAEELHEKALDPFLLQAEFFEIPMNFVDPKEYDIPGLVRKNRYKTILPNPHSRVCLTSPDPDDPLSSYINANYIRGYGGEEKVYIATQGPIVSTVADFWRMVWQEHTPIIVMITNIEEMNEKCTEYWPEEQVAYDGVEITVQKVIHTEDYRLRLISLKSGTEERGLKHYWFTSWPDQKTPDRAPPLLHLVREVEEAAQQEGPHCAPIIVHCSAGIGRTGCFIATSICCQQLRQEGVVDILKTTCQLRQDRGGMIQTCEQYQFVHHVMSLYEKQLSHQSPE
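System: STEP phosphatase, cell-free reaction; Buffer or medium: Bis-Tris pH 6.0 buffer with DTT, detergent; Incubation: 20 min at room temperature, dark; Measured by: fluorescence, 480/540 nm.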
E coli Lon inh: inhibitors of E. coli Lon protease, primary screen, biochemical, fluorescence polarization; purified E. coli Lon protease; inhibition, % at 7.94 µM; hit rate 0.42% among 360,000; AID 602123, 2011; in the data active means inhibition above about 13%, passing the limit was not always enough;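 further: 0% = enzyme with probe and DMSO and 100% = no enzyme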
TbMetRS inhib: T. brucei MetRS inhibitors, primary screen, biochemical, luminescence | inhibition, % at 11.9 µM | hit rate 0.4% among 360,000 | purified T. brucei MetRS, ATP depletion, Kinase-Glo luminescence | methionyl-tRNA synthetase (Trypanosoma brucei brucei);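 active means inhibition above a per-plate cutoff of the control wells' mean inhibition plus 3 SD, cut at about 5.5% in these data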;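 further: 0% = DMSO wells median and 100% = median of wells with control inhibitor compound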
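Dosing: 11.9 µM compound single dose, 0.9% DMSO; Assay system: purified T. brucei MetRS enzyme; Measured by: Kinase-Glo luciferase luminescence reporting remaining unconsumed ATP; Schedule: 15 min plus 2 h at 25 °C.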
CendR NRP1 mod: modulators of CendR peptide binding to NRP-1, primary screen, biochemical, fluorescence polarization, uHTS; Neuropilin-1 (Homo sapiens), O14786; FAM-RPARPAR peptide binding to NRP-1; inhibition, % at 25 µM; hit rate 0.85% among 360,000; AID 602438, 2012;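 active means inhibition or corrected inhibition above about 18%, plus a signal ratio from 0.5 to 1.5, limit read from the data, passing the limit was not always enough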; further: strong numbers were not always called active
SUMO1-SIM PPI: modulators of SUMO1 protein-protein interactions, primary screen, biochemical, uHTS; Small ubiquitin-related modifier 1 (Homo sapiens), P63165; SUMO1 binding to a labelled peptide, TR-FRET, 1 h; inhibition, % at 20 µM; hit rate 0.33% among 360,000; in the data active means inhibition above about 37%
Target sequence (P63165 whole entry, looked up): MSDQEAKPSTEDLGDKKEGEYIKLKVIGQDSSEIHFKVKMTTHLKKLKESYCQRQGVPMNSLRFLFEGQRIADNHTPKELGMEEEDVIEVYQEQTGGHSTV
The depositor's hits bear a star; · = not tested or not shown; & = joins results of further samples.

SMILES	MsrA act	DNMT1 inh	Scp-1 inhibitor	LMPTP block	MsrA inh	STEP block	E coli Lon inh	TbMetRS inhib	CendR NRP1 mod	SUMO1-SIM PPI
COc1ccc(CCn2c(C)cc(C(=O)CSc3nc(N)cc(=O)[nH]3)c2C)cc1	0	-3	1	3.1	-0.5	3	7	-0.3	-6	6
Cc1c(NC(=O)COC(=O)c2ccccc2Cl)c(=O)n(-c2ccccc2)n1C	-3	1	-2	-1.2	-0.7	0	-9	0.1	9	-1
COc1ccc(NC(=O)CN(C)C(=O)c2cn(-c3ccccc3)nc2-c2ccc(F)cc2)cc1	1	-12	-11	-5.9	-0.5	4	2	0.1	11	-12
CCCCNC(=O)C(=O)N/N=C/c1ccc(OCC(=O)Nc2cccc(OC)c2)c(OC)c1	-1	36	-5	-1.0	0.9	7	4	0.6	1	39
CCOc1ccc2c(c1)n([O-])c1c([n+]2=O)CCCC1	-5	-9	-4	-0.8	0.4	-4	4	-1.5	-4	-3
COC(=O)c1c(NC(=O)c2nc3ccccc3s2)sc2c1CC(C)(C)NC2(C)C	-4	-7	-3	5.5	0.1	6	3	-0.5	-4	-58
CCOC(=O)c1ccc(NC2c3ccccc3C(=O)N2c2ccc(C)cn2)cc1 (centres undefined)	-5	-3	-5	2.6	-0.6	-2	-11	-1.1	-1	0
CCOc1ccc(NC(=S)N2CCc3cc(OC)c(OC)cc3C2COc2ccc3c(C)cc(=O)oc3c2)cc1 (centres undefined)	-8	-8	-8	2.1	1.6	24	-10	-0.9	-5	-3
CCOc1ccc(OCC)c(-c2c(=O)n(OCc3ccc(Cl)cc3)c3ccccc3[n+]2[O-])c1	-1	-8	-27	4.4	-0.3	5	-8	0.3	-12	-11
CCc1ccc(OCc2nnc(SCC(=O)Nc3cccc(C(=O)N4CCOCC4)c3)o2)cc1	-11	7	-3	0.5	-0.8	2	4	-0.7	-6	4
O=C(Cc1ccccc1)NN1CCCCC1	-4	-2	-5	-0.9	0.9	-1	2	-0.4	10	5
Cc1c(CNCCC2=CCCCC2)c(C(=O)O)c(C)n1Cc1ccccc1	-1	-1	-6	2.4	0.6	2	5	0.3	6	-1
CC(C)CC(=O)NC(=S)Nc1ccc(F)cc1F	-3	2	4	0.1	0.9	-2	-5	-0.2	2	-2
O=c1oc2ccccc2c2c1cnc1ccccc12	-2	13	-1	0.8	16*	1	-1	1.5	-5	-23
COC[C@H]1CCCN1[C@H]1CS(=O)(=O)N[C@@H]1COCc1ccccc1	-4	3	·	-1.2	-0.3	2	-6	-0.3	4	4
CC1=Nc2ccc(C)c3nc(C)cc(c23)N1c1ccc(C)cc1	-2	2	-4	2.1	1.1	-2	-10	-1.4	-17	-13
COc1cccc2c1O/C(=N\O)C(C(=O)Nc1cccc(C)c1C)C2 (centres undefined)	-1	1	-5	0.3	0.1	-2	-15	-0.5	-5	1
CCOc1ccc(C(=O)C[n+]2ccccc2C)cc1	-2	-1	-4	-2.1	0.2	0	-7	-0.2	0	3
Cc1c(NC(=S)NC(NC(=O)C(C)(C)C)C(Cl)(Cl)Cl)c(=O)n(-c2ccccc2)n1C (centres undefined)	-12	0	3	-1.8	0.1	0	7	-1.1	16	0
CN(C)C(=O)c1c(-c2ccccc2)oc2ccc(O)cc12	1	0	-4	-0.7	0.6	1	12	-0.1	0	-4
Cc1nc(SCc2ccccc2)c2ccsc2n1	-3	1	-11	1.5	1.9	1	2	-0.9	-8	8
O=C(NCC1CCCN1S(=O)(=O)c1cccs1)c1cccc(Cl)c1 (centres undefined)	-4	-1	-7	1.7	-0.6	3	-3	-0.4	-16	-4
CCCn1c(=O)n(N)c2ccccc21	-2	-2	-7	-1.1	0.1	0	0	-0.2	-1	-1
Cn1c(CC2Sc3ccccc3NC2=O)nnc1SCC(=O)c1ccc(Cl)cc1 (centres undefined)	-1	1	-4	-2.0	-0.5	2	-4	0.2	8	4
CCn1c(CC(=O)Nc2ccc(C)cc2)nnc1SCC(=O)NCc1ccccc1	3	-3	-10	-0.1	-0.7	-2	-1	-0.6	19	-2

4 compounds out of the list above, sorted by the value under DNMT1 inh, rising.
SMILES	MsrA act	DNMT1 inh	Scp-1 inhibitor	LMPTP block	MsrA inh	STEP block	E coli Lon inh	TbMetRS inhib	CendR NRP1 mod	SUMO1-SIM PPI
CCOc1ccc(NC(=S)N2CCc3cc(OC)c(OC)cc3C2COc2ccc3c(C)cc(=O)oc3c2)cc1 (centres undefined)	-8	-8	-8	2.1	1.6	24	-10	-0.9	-5	-3
Cc1c(CNCCC2=CCCCC2)c(C(=O)O)c(C)n1Cc1ccccc1	-1	-1	-6	2.4	0.6	2	5	0.3	6	-1
COc1cccc2c1O/C(=N\O)C(C(=O)Nc1cccc(C)c1C)C2 (centres undefined)	-1	1	-5	0.3	0.1	-2	-15	-0.5	-5	1
CC1=Nc2ccc(C)c3nc(C)cc(c23)N1c1ccc(C)cc1	-2	2	-4	2.1	1.1	-2	-10	-1.4	-17	-13

A few values from above.
Reading of `O=C(Cc1ccccc1)NN1CCCCC1` in STEP block: -1
Reading of `Cc1nc(SCc2ccccc2)c2ccsc2n1` in CendR NRP1 mod: -8
Reading of `CC(C)CC(=O)NC(=S)Nc1ccc(F)cc1F` in Scp-1 inhibitor: 4
Reading of `COc1ccc(CCn2c(C)cc(C(=O)CSc3nc(N)cc(=O)[nH]3)c2C)cc1` in E coli Lon inh: 7
Reading of `CCCn1c(=O)n(N)c2ccccc21` in Scp-1 inhibitor: -7

Following part
SMILES	MsrA act	DNMT1 inh	Scp-1 inhibitor	LMPTP block	MsrA inh	STEP block	E coli Lon inh	TbMetRS inhib	CendR NRP1 mod	SUMO1-SIM PPI
CC(C)c1ccc(N2C(=O)/C(=C/N(C)C)SC2=S)cc1	-1	-18	-14	0.6	-0.5	5	-18	0.2	-13	-25
CCC(=O)NCCc1nc2ccccc2[nH]1	-2	-1	-2	1.6	-1.2	-6	5	0.0	-1	4
COc1ccc(S(=O)(=O)NCCC(=O)NCc2ccccc2)cc1	0	3	-3	-0.5	0.3	-2	1	-0.8	-4	-4
Cc1[nH]nc(N=CC2=C(O)CC(C)(C)CC2=O)c1-c1ccc(Cl)cc1	-1&0	-1&-10	-7&-2	3.0&0.9	0.8&0.1	-2&-1	-4&-3	-0.2&-0.3	8&-12	4&-2
O=S(=O)(NCc1ccc(F)cc1)c1ccc(-c2cnc(C3CC3)o2)cc1	-2	6	13	2.1	-1.0	10	-3	0.1	-1	-2
COc1ccccc1C(CCN(Cc1cccs1)C(C)=O)c1ccco1 (centres undefined)	-3	-4	-5	2.8	2.1	1	2	0.1	-37	3
Cn1ncc(N=Cc2ccc([N+](=O)[O-])cc2)c1C(=O)N1CCOCC1	-2	3	-2	-1.6	1.0	-4	-5	-0.3	-6	-26
O=C(NCCc1ccccc1)C1CCCN(S(=O)(=O)c2cccnc2)C1 (centres undefined)	-2	2	0	1.6	-1.2	0	2	1.1	7	-1
COc1ccc(S(=O)(=O)NCCc2csc(C)n2)cc1C	-2	4	-6	-1.4	0.1	2	-8	0.1	-5	8
CCCN1C(=O)c2ccccc2NC1c1ccc(OC)c(CSc2ccccn2)c1 (centres undefined)	-7	-3	-8	1.4	1.0	0	-1	-0.6	0	1
O=C(NCCc1ccc(F)cc1)c1cccc(NC(=O)c2ccccc2)c1	-5	0	-4	-0.9	-0.1	-1	-3	-0.7	-1	3
Cc1c(C(=O)N2CCN(c3ccccc3)CC2)oc2c(Cl)cccc12	2	-5	-4	-3.9	0.0	0	1	-0.3	-7	-7
O=C(O)CCCNC(=O)/C(=C\c1ccc(Cl)cc1)NC(=O)c1ccccc1Br	-2	4	23	-0.1	-0.6	0	-7	-0.2	10	0
COc1cc2ccccc2cc1C(=O)Nc1ccc(O)cc1	-9	-9	-7	2.2	0.1	6	9	-0.2	-14	16
CCCc1cc(=O)oc2cc(OCC(=O)NCc3ccccn3)ccc12	-3	0	-9	-0.3	1.1	1	-6	0.6	-6	8
Cc1ccc(COC(=O)c2cc(S(=O)(=O)N3CCOCC3)ccc2C)cc1	-7	-2	-10	4.0	0.3	-1	-1	0.0	5	4
COc1ccc(/C=C/C(=O)Nc2cc(C)on2)cc1	-4	-2	-2	-0.6	0.4	-1	10	-1.0	2	-1
Cc1cccc(C(=O)NCc2ccc(S(N)(=O)=O)cc2)c1[N+](=O)[O-]	1	6	-10	-0.5	-0.8	4	-17	-0.4	-1	-4
O=C(NCCOc1ccccc1)c1cc2ccccc2o1	0	-22	-8	-0.9	-1.4	0	4	-0.7	5	2
C/C(=N\Nc1cccc2cccnc12)c1ccc(C)cc1	-3	-7	4	-0.6	-1.1	3	3	0.0	-16	-7
Cc1cccc(NS(=O)(=O)c2ccc(C(=O)N3CCC3)cc2)c1C	-1	-1	-8	1.5	-0.2	2	4	-0.4	4	-3
COc1ccccc1OCC(=O)Nc1ccc(S(=O)(=O)N2CCCCCC2)cc1	-1	4	-12	1.8	0.1	1	10	-0.2	-1	7
CC(C)(C)CC(=O)Nc1nnc(SCC(=O)N2CCCCC2)s1	-3	0	-6	-0.8	-0.2	1	-1	0.3	-9	-1
CC1CCCC(C)N1C(=O)Cn1cc(/C=C2/C(=O)Nc3ccccc32)c2ccccc21 (centres undefined)	0	-7	2	3.9	·	6	-10	-0.9	-156	-15
C=CCSc1nc(C)c(CC(=O)OCC(C)C)c(=O)[nH]1	0	1	0	0.3	-1.0	-4	0	-0.3	6	2
CN1CCN(c2ccc(NC(=O)c3ccc4ccccc4c3)cc2)CC1	-2	0	-2	0.2	2.2	1	-10	0.6	3	-18

A draw from above in order of formula weight, descending.
SMILES	MsrA act	DNMT1 inh	Scp-1 inhibitor	LMPTP block	MsrA inh	STEP block	E coli Lon inh	TbMetRS inhib	CendR NRP1 mod	SUMO1-SIM PPI
COc1ccccc1C(CCN(Cc1cccs1)C(C)=O)c1ccco1 (centres undefined)	-3	-4	-5	2.8	2.1	1	2	0.1	-37	3
CC(C)(C)CC(=O)Nc1nnc(SCC(=O)N2CCCCC2)s1	-3	0	-6	-0.8	-0.2	1	-1	0.3	-9	-1
Cn1ncc(N=Cc2ccc([N+](=O)[O-])cc2)c1C(=O)N1CCOCC1	-2	3	-2	-1.6	1.0	-4	-5	-0.3	-6	-26

Compound activity (PubChem BioAssay)
